Artemis inh: inhibitors of human Artemis endonuclease activity. Q96SD1. actives 0.78% (n = 30,000). inhibition, % at 10 µM. recombinant Artemis, quenched FAM hairpin cleavage fluorescence. AID 686954;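 active means at 10 µM dose, at least 30% inhibition, measured as corrected fluorescence normalized to stimulator and neutral control wells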
Target sequence (Q96SD1 whole entry, looked up): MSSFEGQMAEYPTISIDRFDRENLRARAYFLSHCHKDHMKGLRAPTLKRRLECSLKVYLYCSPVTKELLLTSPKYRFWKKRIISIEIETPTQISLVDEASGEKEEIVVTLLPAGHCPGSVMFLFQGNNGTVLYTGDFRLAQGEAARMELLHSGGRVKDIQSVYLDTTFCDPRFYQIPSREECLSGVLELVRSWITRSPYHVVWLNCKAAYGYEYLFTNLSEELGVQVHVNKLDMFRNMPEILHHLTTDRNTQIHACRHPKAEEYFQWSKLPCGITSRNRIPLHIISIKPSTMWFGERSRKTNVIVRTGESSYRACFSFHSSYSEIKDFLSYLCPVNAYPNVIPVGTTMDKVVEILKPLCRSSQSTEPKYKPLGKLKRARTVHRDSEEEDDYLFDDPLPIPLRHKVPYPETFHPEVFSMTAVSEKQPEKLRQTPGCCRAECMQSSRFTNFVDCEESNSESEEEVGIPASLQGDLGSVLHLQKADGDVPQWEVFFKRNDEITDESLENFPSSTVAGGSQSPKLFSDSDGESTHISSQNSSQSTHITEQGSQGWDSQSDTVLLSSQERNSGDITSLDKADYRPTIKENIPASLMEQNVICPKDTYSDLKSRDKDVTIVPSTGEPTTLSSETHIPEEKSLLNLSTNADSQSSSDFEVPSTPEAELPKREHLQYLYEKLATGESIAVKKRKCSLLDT
Active calls of the source: *.

Start of the listing, in advance (7 entries):
SMILES	Artemis inh
CC1(C)Cc2c(c(N3CCOCC3)nc3snc(N)c23)CO1	4.4
CC(=O)c1c(COC(=O)c2ccncc2)nc2ccccc2[n+]1[O-]	-0.9
CC(CCc1ccccc1)NC(=O)c1ccccc1 (stereo unspecified)	5.6
CCC(=O)/C=C1/Sc2ccccc2N1CC	8.5
COc1ccc2cnn(-c3ccc(C)cc3)c(=O)c2c1OC	-17.0
O=C(C1CCCCC1)N1CCN(S(=O)(=O)c2ccc(Cl)cc2)CC1	-0.3
CS(=O)(=O)N1CCN(C(=O)CCC2CCCC2)CC1	5.0

The whole of this part, from the first entry:
SMILES	Artemis inh
CC1(C)Cc2c(c(N3CCOCC3)nc3snc(N)c23)CO1	4.4
CC(=O)c1c(COC(=O)c2ccncc2)nc2ccccc2[n+]1[O-]	-0.9
CC(CCc1ccccc1)NC(=O)c1ccccc1 (stereo unspecified)	5.6
CCC(=O)/C=C1/Sc2ccccc2N1CC	8.5
COc1ccc2cnn(-c3ccc(C)cc3)c(=O)c2c1OC	-17.0
O=C(C1CCCCC1)N1CCN(S(=O)(=O)c2ccc(Cl)cc2)CC1	-0.3
CS(=O)(=O)N1CCN(C(=O)CCC2CCCC2)CC1	5.0
Cc1cc2oc(C(=O)NCc3ccc4c(c3)OCO4)c(C)c2cc1C	6.7
COc1cccc2cc(C(=O)N3CCN(c4ccccn4)CC3)c(=O)oc12	7.8
CCOc1ccc(C2CC(c3cccc(OC)c3OC)n3nnnc3N2)cc1Cl (stereo unspecified)	9.5
COc1ccccc1C(=O)Nc1ccc2c(c1)OCCO2	-13.0
CCOC(=O)C(C(=O)OCC)C(C#N)c1ccccc1 (stereo unspecified)	-4.2
O=C(Nc1nnc(Cc2ccccc2)s1)c1cccs1	6.7
O=c1c2c(nc3c(-c4ccccc4)c[nH]n13)CCCC2	10.0
CCOC(=O)CSc1ncnc2c1cnn2-c1ccc(C)cc1	2.1
COc1ccc2c(c1[N+](=O)[O-])CCC/C2=N/OC(=O)c1cccc2ccccc12	2.2
COc1ccc(-c2noc(CCCOc3ccccc3)n2)cc1OC	6.4
CC1(C)C=Cc2c(c3ccccc3[nH]c2=O)O1	5.8
COc1ccc(CN(CCCN2CCOCC2)S(=O)(=O)N(C)C)cc1OC	1.1
COc1ccc(-c2nn(CCC(=O)O)cc2CCC(=O)O)cc1	-6.3
Cc1cccc(-c2cc3nc(C)cc(N4CC(C)CC(C)C4)n3n2)c1 (stereo unspecified)	0.4
COc1ccccc1-c1cn(S(=O)(=O)c2ccc(F)cc2)nc1N	-8.2
CCOCCCNS(=O)(=O)c1ccc2c(c1)CCN2C(=O)CC	3.6
Cn1nnnc1SCC(=O)N1CCN(C(c2ccccc2)c2ccccc2)CC1	-4.2
CCn1c(CNC(=O)c2ccc(OC)cc2)nnc1SCC(=O)c1ccccc1	0.8
O=C(COC(=O)c1ccccc1NC(=O)c1ccco1)Nc1ncc(Cl)cc1Cl	9.3
O=C(Nc1cccc(Cl)c1Cl)c1ccc(-c2ccccc2)cc1	-4.0
CC1(C)S/C(=N/N=C/c2cccs2)NC1=O	-10.4
CCOc1ccc(OCC)c(NC(=O)c2ccc(CNc3c(N4CCOCC4)c(=O)c3=O)cc2)c1	-2.2
CC1(C(=O)O)CCC(C(=O)NCCc2ccccc2)C1(C)C (stereo unspecified)	-1.6
Cc1c(C(=O)N(C)C)sc(NC(=O)c2cccc([N+](=O)[O-])c2)c1C#N	5.4
O=C(Nc1ccc(N2CCOCC2)cc1)C1CCCN(S(=O)(=O)c2ccccc2)C1 (stereo unspecified)	-1.6

The last 2 records of the section before lead into the next:
SMILES	Artemis inh
Cc1c(C(=O)N(C)C)sc(NC(=O)c2cccc([N+](=O)[O-])c2)c1C#N	5.4
O=C(Nc1ccc(N2CCOCC2)cc1)C1CCCN(S(=O)(=O)c2ccccc2)C1 (stereo unspecified)	-1.6
COn1c(C)c(C(C)=O)c2c3nonc3ccc21	9.1
O=S(=O)(c1cccs1)N1CN(Cc2cccs2)c2nc3ccccc3nc21	0.1
CC(=O)CSc1ncnc2c1oc1ccccc12	-7.8
Cc1cc(C)cc(NC(=O)CN(C)S(=O)(=O)c2cnc[nH]2)c1	-8.5
Cc1nc2ccc(S(=O)(=O)c3ccc4nc(C)[nH]c4c3)cc2[nH]1	-6.1
COc1cccc(-c2nc(OC(C)C)c3ccccc3n2)c1	1.2
Cc1nc(NC(=O)CCc2ccccc2)ccc1Br	1.2
Cc1cc(C)n2cc(CSc3nnc(N)s3)nc2n1	-2.7
S=C(NCCC(c1ccccc1)c1ccccc1)Nc1ccccc1Cl	8.5
Cn1c(=O)[nH]c(=O)c2c1nc(N1CCCCCC1)n2CC(N)=O	-6.6
CCn1nnnc1SCC(=O)c1ccc(C)cc1C	10.0
CCN(CC)C(=O)c1sc(NC(=O)c2ccc(C)c([N+](=O)[O-])c2)c(C#N)c1C	2.6
CCc1ccc(N2CC(C)Cn3c2nc2c3c(=O)n(CCN3CCOCC3)c(=O)n2C)cc1 (stereo unspecified)	-4.6
CCC1(C)N=c2c(c(=O)n(C)c(=O)n2C)=NO1 (stereo unspecified)	7.9
CCOc1ccc(-c2nc(-c3ccncc3)no2)cc1OCC	1.5
COc1ccc(CSCC(=O)N/N=C/c2ccc(OCC(=O)NCc3ccco3)cc2)cc1	9.5
COc1ccc(S(=O)(=O)N[C@H](C(=O)O)C(C)C)cc1	0.8
Cc1nc(C)c(C(=O)C2=C(O)C(=O)N(CCN(C)C)C2c2ccccc2)s1 (stereo unspecified)	-2.5
CCN(CC)c1ccc(NC(=O)c2cccnc2)cc1	-7.4
O=C(c1cc2nc(-c3ccc(F)cc3)cc(C(F)(F)F)n2n1)N1CCOCC1	0.3
CCOC(=O)c1ccc(-n2ncc(C(=O)OCC)c2N)cc1	-4.8
COc1cc2c(cc1NC(=O)CN1CCN(S(=O)(=O)c3ccccc3F)CC1)oc1ccccc12	-1.4
CCN1CCN(C(=O)C2(NC(=O)Nc3ccccc3Cl)CCCCC2)CC1	-2.2
COc1ccc(OC)c(S(=O)(=O)N(C)CC(=O)N2CCN(c3ccccc3F)CC2)c1	-1.5
COc1ccc(CCNC(=O)CCCCCN2C(=O)c3ccccc3C2=O)cc1	-0.6
CCOC(=O)c1c(CC(C)C)csc1NC=O	-6.8
N#CCSCC(=O)Nc1ccccc1	-2.8
O=C(Cn1nnc2c(sc3nc4c(c(-c5ccccc5)c32)CCC4)c1=O)c1ccccc1	9.9
COc1ccc2oc(=N)c(C(=O)Nc3ccccc3)cc2c1	-3.4
Cc1csc(NC(=O)CCc2nc3ccccc3s2)n1	1.2
Cn1c(COc2ccccc2)nnc1SCCC(=O)Nc1ccccc1	-4.3
CC(NC(=O)CSc1nc2ccccc2n1CCC#N)c1ccc(F)cc1 (stereo unspecified)	3.3
COc1ccccc1CCC(=O)Nc1nc2ccccc2[nH]1	9.0
Cc1ccc2nc(SCC(=O)Nc3ccc4c(c3)OCCO4)[nH]c2c1	1.8
COc1cccc(C(=O)NCCC2=CCCCC2)c1OC	6.3
CC(=O)C1=C(C)NC(C)=C(C(C)=O)C1c1ccc(-c2ccccc2Cl)o1	0.4
O=C(c1ccc(S(=O)(=O)Nc2ccccc2)cc1)N1CCOCC1	-1.9
COC(=O)c1sc(NC(=O)c2cc(-c3ccccc3)nc3ccccc23)c(C#N)c1C	13.7
c1ccc(NCCCNc2ccccc2)cc1	8.3
CCOC(=O)NC1(NC(C)C)Oc2ccccc2O1	-4.6
Cc1cc(C)c(/C=N/NC(N)=O)c(C)c1/C=N/NC(N)=O	-8.0
CC(=O)Nc1ccc(S(=O)(=O)N(Cc2ccco2)CC2CCCO2)cc1 (stereo unspecified)	-1.0
O=C(CS(=O)(=O)Cc1ccccc1)Nc1ccccn1	4.3
O=C(O)c1ccc(CNCc2ccc(Cl)cc2Cl)cc1	-1.8
Cc1ccc(NC(=O)Cn2c(=O)n(CCCC(=O)NCc3ccco3)c(=O)c3ccccc32)cc1	-2.8
O=C(CSc1nc(O)c(Cc2ccccc2)c(=O)n1-c1ccccc1)N1CCOCC1	1.6
COc1ccc(Cc2nnc(NC(=O)CSc3ccc(C)cc3)s2)cc1OC	-0.8
Cc1ccc(OCC(=O)N2CCN(C(=O)CCC3CCCC3)CC2)cc1	2.0
CC1CCCCN1C(=O)COC(=O)c1n[nH]c2ccccc12 (stereo unspecified)	-2.7
COc1ccc(/C(O)=C2\C(=O)C(=O)N(c3cc(C)on3)C2c2cccc(OC)c2OC)cc1C (stereo unspecified)	5.8
CN(C)C=NC(=O)/C(C#N)=C1\CCc2ccccc2N1	-1.7
COc1ccccc1NC(=S)NCCc1ccccc1	-3.7
Cc1ccccc1OCCN1C(=O)NC2(CCCc3ccccc32)C1=O (stereo unspecified)	-4.3
CCOc1cc(C(=O)Nc2ncccn2)cc(OCC)c1OCC	7.3
O=C(CSc1nnc(-c2ccc(OC(F)F)cc2)o1)NCc1cccs1	6.5
Cc1cc(C)n2nc(C(=O)OCCOc3ccc(F)cc3)nc2n1	-4.1

Further compounds follow.
SMILES	Artemis inh
CC(=O)c1cccc(NC(=O)c2cccc(S(=O)(=O)N(C)C)c2)c1	-0.9
O=C(NCCOc1ccccc1)C1CCCN1C(=O)c1cccs1 (stereo unspecified)	-3.6
COC(=O)c1ccc(NC(=O)c2ccc(F)cc2)o1	11.3
CCOc1ccc2[nH]c(=O)c(CN(Cc3ccc(F)cc3)C(=O)c3ccco3)cc2c1	6.2
COc1ccc(CCNC(=O)c2ccc(N3CCCC3=O)cc2)cc1	0.0
Cc1ccc(Nc2cc(C)nc(N3CCOCC3)n2)cc1	-2.4
c1ccc2c(c1)nc1n2CCN1	-3.0
CCn1c(SCC(=O)Nc2ccc(S(N)(=O)=O)cc2)nnc1-c1cccc(OC)c1	0.8
CCOC(=O)c1ccc(N2C(=O)CC(N3CCC(O)(c4ccc(Br)cc4)CC3)C2=O)cc1 (stereo unspecified)	0.1
Cc1cccc(Nc2ncc3c(n2)CC(C)CC3=O)c1 (stereo unspecified)	-12.8
Oc1c(Br)cc(C2N=C(c3ccccc3)NO2)cc1Br (stereo unspecified)	2.0
Cc1ccccc1C(=O)Nc1cccc(NC(=S)NC(=O)c2cccs2)c1	-3.6
Cc1ccc(S(=O)(=O)N(C)CC(O)Cn2c3ccccc3c3ccccc32)cc1 (stereo unspecified)	5.9
NNC(=O)c1ccc([N+](=O)[O-])c(CS(=O)(=O)c2ccc(Cl)cc2)c1	-10.9
CCOC(=O)c1nnn(-c2ccccc2C#N)c1C	-6.1
O=C1CCC(=O)N1OCCCOc1ccc2c(c1)CCC2	-7.7
Cn1c(=O)[nH]c(=O)c2c1nc(SCC(=O)O)n2CCc1ccccc1	-2.5
CC(C)(C)c1ccc(C(=O)c2c[nH]c(C(=O)NCc3ccco3)c2)cc1	8.4
CC(CNCC1CCCO1)COc1ccccc1 (stereo unspecified)	11.4
CCCCn1cnc2c([nH]c3cc(OC)ccc32)c1=O	-1.6
COc1ccc(N2C(=O)C(Cl)=C(NCc3ccccc3)C2=O)cc1	-0.6
O=C(Nc1ccccc1C(=O)O)c1cccc(F)c1	-3.6
O=c1c2ccccc2nc(N/N=C/c2ccc(O)cc2)n1O	28.7
CCCCc1nc(N2CCOCC2)c(C#N)c2c1COC(C)(C)C2	0.8
COc1ccccc1CNC(=O)COC(=O)c1n[nH]c2ccccc12	-2.5
Cc1cc(C(=O)OCC(=O)N(C)C2CCS(=O)(=O)C2)c(C)n1-c1ccccc1 (stereo unspecified)	0.7
O=C(CSc1nc(O)c(C2CCCCC2)c(=O)[nH]1)Nc1ccc(Cl)cc1	-4.8
Cn1c(NC(=O)c2cc(-c3ccc4c(c3)OCO4)nc3ccccc23)cc(=O)n(C)c1=O	5.1
COc1ccc(OC)c(S(=O)(=O)NCc2cccnc2)c1	-1.4
COc1ccc(CC(=O)OCC(=O)Nc2ccc(Cl)cn2)cc1	0.3
CC(C)CCNC(=O)CN(CC1CCCO1)C(=O)CCC(=O)Nc1nccs1 (stereo unspecified)	-3.7
CCNc1nc(NCC)n2c(SCC(=O)O)nnc2n1	-7.7
Nc1ccccc1NC1=CC(=O)CC(c2ccco2)C1 (stereo unspecified)	-0.3
Cc1[nH]nc(-c2ccc(OCc3cnn(-c4ccccc4)c3)cc2O)c1Oc1ccc(F)cc1	-1.5
CCOC(=O)C1C(c2cc(OC)c(OC)c(OC)c2)NC(=S)NC1(O)C(F)(F)F (stereo unspecified)	-2.3
COC(=O)c1ccc(N2C(=O)CC(Sc3n[nH]c(C)n3)C2=O)cc1 (stereo unspecified)	11.2
CC1CC(Nc2ccccc2N)=CC(=O)O1 (stereo unspecified)	10.1
Cc1ccc(NC(=O)CC(C)N2CCCC2)cc1 (stereo unspecified)	-8.2
Cc1nn(-c2cccc(C(=O)O)c2)c(C)c1Oc1ccccc1O	-7.2
CC(C)(C)c1ccc(C(=O)/C=C2\NC(=O)CS2)cc1	3.2
CC1CCc2c(nc3nc[nH]n3c2=O)C1 (stereo unspecified)	-10.4
CCN1N=C(c2ccccc2)Cn2c1nc1ccccc12	7.7
O=S(=O)(Nc1ccc(N2CCOCC2)cc1)c1cccs1	6.9
CS(=O)(=O)N(CC(=O)Nc1ccc2c(c1)OCCO2)c1ccc2c(c1)OCO2	-0.3
Cc1cc(C)n2nc(C(=O)Nc3cccnc3)nc2n1	-6.8

Some of the compounds tested (hit frequency here may not be typical).
